Assay outcomes: PubChem, Broad Institute
ARNT-TACC3 inh = ARNT/TACC3 interaction disruption | Q9Y6A5 | AlphaScreen His-ARNT PAS-B/GST-TACC3 binding, luminescence; TACC3 fragment carries E629A point mutation | inhibition, % at 9.99 µM | 390,000 compounds, 0.66% hits | AID 623870;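 active = mean inhibition of replicates at least 50% and at least half of replicates each reaching 50%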;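 also: 0% = complete ARNT plus TACC3 wells and 100% = ARNT alone without TACC3; many hits fall short of the cut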
Starred values were filed as active, the others as inactive. An excerpt (hit frequency here may not be typical).

SMILES	ARNT-TACC3 inh
O=C(Nc1c(C(=O)C2CC2)oc2ccccc12)c1ccc(Cl)cc1	-0.5
CCOC(=O)NNc1ccc2nonc2c1[N+](=O)[O-]	37.3
Clc1ccc2c(c1)C(C1=NCCN1)c1ccccc1CS2 (stereo not drawn)	-10.8
CCNC(=S)Nc1cc(C)ccn1	-3.8
Cc1oc2nc(SCC(=O)N3CCCCC3)nc(N)c2c1C	-5.2
O=C(NNC(=O)c1cc2cc(Br)ccc2oc1=O)c1ccc(O)cc1O	-0.1
CC(C)CC(=O)NC(=S)NNC(=O)c1ccc(NC(=O)C2CCCCC2)cc1	68.2*
Cc1ccc2c(c1)C(c1ccccc1)N(C(=O)c1ccc(S(=O)(=O)N3CCOCC3)cc1)CC(=O)N2 (stereo not drawn)	0.6
Cc1cccc(N2CC3=C(C2=O)C(c2ccccc2)NC(=O)N3C)c1 (stereo not drawn)	-4.4
COc1ccc(-c2cc(C(=O)Nc3ccc(Cl)cc3Cl)c3ccccc3n2)cc1OC	-12.6
Cn1ccc(C(=O)Nc2ccc(Br)cc2Br)n1	-5.2
COc1ccc(C2N(c3ccc(OC)cc3)C(=S)N3CCCN23)cc1 (stereo not drawn)	-22.3
CCOc1ccc(C(=O)N/N=C/c2ccc(-c3ccc(S(=O)(=O)Nc4ncccn4)cc3)o2)cc1	1.2
CC(C)(C)c1nnc(NC(=O)Cc2ccccc2[N+](=O)[O-])s1	1.1
Cc1ccccc1NC(=O)Cn1c(=O)n(Cc2ccccc2)c(=O)c2c(C)c(C)sc21	-8.8
Cc1ccc(C)c(C(=O)COC(=O)c2cccc(N3C(=O)c4c(C)nc5ccccc5c4C3=O)c2)c1	-4.0
COc1ccc(N=C2C(=O)N3c4c(cccc42)C(C)=CC3(C)C)cc1	14.8
Cc1cc(C)c(C(=O)CSc2nc(C)cc(C)c2C(N)=O)c(C)c1	-2.8
CC(=O)n1cc(C(C[N+](=O)[O-])SCCN)c2ccccc21 (stereo not drawn)	9.2
CC(OC(=O)c1ccc2ncsc2c1)C(=O)Nc1ncc(Cl)cc1Cl (stereo not drawn)	-3.9
CC12CCC(C(=O)Nc3nccs3)(OC1=O)C2(C)C (stereo not drawn)	-3.7
CCCC(=O)OCCNc1cc(SCCC(=O)OC)c2nonc2c1[N+](=O)[O-]	8.9
COC1=CCC2([N+](=O)[O-])CN(CCO)CC1([N+](=O)[O-])C2 (stereo not drawn)	3.1
O=C(Nc1cccc(Cl)c1)c1ccc(F)c(S(=O)(=O)NCc2ccc3c(c2)OCO3)c1	-1.5
O=C(Nc1ccc(S(=O)(=O)N2CCCCC2)cc1)C1CCCN(C(=O)c2ccc(Cl)cc2)C1 (stereo not drawn)	2.2

ARNT-TACC3 inh: hit marks shown above.
SMILES	ARNT-TACC3 inh
CC(C)CC(=O)NC(=S)NNC(=O)c1ccc(NC(=O)C2CCCCC2)cc1	68.2*

New compounds follow.
SMILES	ARNT-TACC3 inh
CSCCC(NS(=O)(=O)c1ccc(Cl)cc1)C(=O)OCC(=O)c1ccc(F)cc1 (stereo not drawn)	20.8
COP(=O)(OC)c1nc(-c2ccccc2)oc1N1CCOCC1	-3.8
COc1cccc(-c2cc(C(=O)N3CCCc4ccccc43)no2)c1	-1.8
Cc1nc2ccccc2c(=O)n1Nc1cccc(Cl)c1	-2.6
COc1ccc(Br)cc1CNc1ccc(S(N)(=O)=O)cc1	-2.7
CCCn1c(=O)c(C(=O)Nc2c(C)n(C)n(-c3ccccc3)c2=O)c(O)c2ccccc21	0.5
CC1CC1c1ccc(/C=C(\C#N)C(=O)Nc2ccc(Cl)cc2)o1 (stereo not drawn)	0.7
CCOc1cc(NC(=S)NCc2ccco2)c(OCC)cc1NC(=O)CC(C)C	-6.2
COc1cc(O)c(CCC(=O)c2cc(OC)c(OC)c(OC)c2)c(OC)c1	5.3
Oc1oc(-c2ccccc2)nc1C=Nc1ccccc1	12.2
CSCCC(NC(=O)c1ccc(Cl)cc1)C(=O)OCC(=O)c1ccc[nH]1 (stereo not drawn)	-20.2
CC(C)(C)c1ccc(OCCNC(=S)NC(=O)c2cccnc2)cc1	-0.7
Fc1cccc(/C=N/NC(=S)Nc2ccccc2Cl)c1	-1.4
COc1cccc(/C=N/NC(=O)CN2CC(c3ccccc3)CC2=O)c1O (stereo not drawn)	30.5
Cc1c(Cl)cccc1NC(=O)c1ccc(-n2ccnc2)nc1	-4.2
O=[N+]([O-])c1ccc(N2CCN(c3ccccc3F)CC2)c(S(=O)(=O)N2CCOCC2)c1	6.4
Cc1ccc(-c2nnc(SCC(=O)N/N=C/c3cccs3)n2-c2ccc(C)cc2)cc1	3.1
COc1cccc(CNC(=O)Cc2nc3nc(C)cc(C)n3n2)c1	0.0
COc1nccnc1NS(=O)(=O)c1ccc(NC(=S)NC(=O)/C=C/c2ccccc2)cc1	-30.4
N=c1n(CCc2ccccc2)c2ccccc2n1Cc1ccccc1F	1.4
CN(CC(=O)N1CCN(c2ccccc2F)CC1)S(=O)(=O)c1cnc[nH]1	3.5
Cc1cc(C)n2c(SCc3nnc(-c4cccs4)o3)nnc2n1	0.1
CC(C)c1c(Cl)c(O)c(-c2ccccc2)c(=O)n1-c1ccc(F)cc1	-64.5
N#CC(C#N)=NNc1ccc(S(=O)(=O)N2CCCC2)cc1	18.4
Cc1nn(Cc2cccc(Oc3ccccc3)c2)c(C)c1NC(=O)NC12CC3CC(CC(C3)C1)C2	-1.6

In the list so far, 4 contain two or more sulfur atoms.
SMILES	ARNT-TACC3 inh
CSCCC(NS(=O)(=O)c1ccc(Cl)cc1)C(=O)OCC(=O)c1ccc(F)cc1 (stereo not drawn)	20.8
Cc1ccc(-c2nnc(SCC(=O)N/N=C/c3cccs3)n2-c2ccc(C)cc2)cc1	3.1
COc1nccnc1NS(=O)(=O)c1ccc(NC(=S)NC(=O)/C=C/c2ccccc2)cc1	-30.4
Cc1cc(C)n2c(SCc3nnc(-c4cccs4)o3)nnc2n1	0.1

Entries from the list above containing an NH in an aromatic ring, in the order listed:
SMILES	ARNT-TACC3 inh
CSCCC(NC(=O)c1ccc(Cl)cc1)C(=O)OCC(=O)c1ccc[nH]1 (stereo not drawn)	-20.2
CN(CC(=O)N1CCN(c2ccccc2F)CC1)S(=O)(=O)c1cnc[nH]1	3.5

Next section:
SMILES	ARNT-TACC3 inh
CCCn1nnnc1NC(=O)COc1ccc(CC)cc1	24.1
Cc1ccc(-n2nnnc2SC(C(=O)c2c[nH]c3ccccc23)c2ccccc2)cc1 (stereo not drawn)	-3.9
Cc1ccc2cc(C3CC(c4ccco4)=NN3C(=O)CCC(=O)O)c(Cl)nc2c1 (stereo not drawn)	1.9
CC(=O)c1cccc(NC(=S)NC(=O)c2ccccc2)c1	6.0
O=C(NCCC1=CCCCC1)C(=O)c1c[nH]c2ccccc12	-5.9
Cc1ccccc1Nc1nc(N)nc(CSc2nc3ccccc3s2)n1	-3.0
CC1CC(C)CN(CC(O)COCCOc2ccc(Br)cc2)C1 (stereo not drawn)	-4.6
COc1ccc(NC(=O)Cc2c(C)n(C(=O)c3ccc(Cl)cc3)c3ccc(OC)cc23)cc1	27.4
Cc1cccc(C)c1NC(=S)NCCCN1CCCC1=O	-9.6
N/C(=N\OS(=O)(=O)c1ccccc1)c1ccccn1	65.3*
CN(C)S(=O)(=O)c1ccc(Nc2nc(C3CC3)nc3c2nnn3Cc2ccccc2Cl)cc1	-13.1
Cc1ccsc1/C=N/NC(=O)c1ccc(Cn2cc(Br)cn2)o1	8.6
COc1ccccc1/C=C(/CC(=O)NCc1ccc2c(c1)OCO2)c1nc2ccccc2s1	-3.7
Clc1ccc(-c2nc3ccccn3c2CN2CCOCC2)cc1	34.5
CC(C)(C)c1nnc(N/N=C/c2ccc(Br)cc2)n(N)c1=O	-2.2
Cc1ccnc(Sc2ccc([N+](=O)[O-])cn2)n1	-10.6
CC(=O)N1CCN(C(=S)NCc2ccccc2)CC1	-6.9
CN(C)S(=O)(=O)c1ccc(C(=O)NC(=O)CSc2ccccc2)cc1	-10.8
Cn1c(CNC(=O)c2cccs2)nnc1SCC(=O)Nc1ccccc1	-19.2
Cc1cc(C)c(C)c(OCCOCCN2CCN(C)CC2)c1	-3.3
CCOc1ccc(/C=N/NC(=O)c2cc(-c3ccco3)nc3ccccc23)cc1	2.7
S=C(NCc1ccncc1)Nc1cccc(Cl)c1	1.5
CSc1ncc(Cl)c(C(=O)Nc2ccccc2Cl)n1	-8.6
CC(/C=N/n1c(-c2ccco2)n[nH]c1=S)=C\c1ccco1	-35.5
Cn1c(SCC(=O)Nc2cc([N+](=O)[O-])ccc2F)nnc1C(F)(F)F	-10.1
Additional structures follow:
SMILES	ARNT-TACC3 inh
CC(C)(C)c1ccccc1NC(=S)NCc1ccccc1	-3.6
OCC(Cc1ccccc1)Nc1c2ccccc2nc2ccccc12 (stereo not drawn)	-10.6
COc1ccc(-c2cn3cccnc3n2)cc1NC(=O)c1cccs1	-2.8
COCCNC(=S)N/N=C(\C)c1ccc2cc(OC)ccc2c1	16.1
O=C(COC(=O)C12CC3CC(CC(C3)C1)C2)NCCCc1ccccc1	-6.9
COc1ccc(S(=O)(=O)N(CC(=O)N2CCN(c3ccccc3)CC2)c2ccccc2)cc1	1.5
Cc1ccc(S(=O)(=O)N(C)CC(=O)OCC(=O)NC(=O)Nc2ccc3c(c2)OCCO3)cc1	-1.5
COc1ccc(Cl)cc1C(=O)NNC(=O)c1cccc(S(=O)(=O)N(C)C)c1	3.7
O=C(Nc1ccon1)c1cc2c(s1)CCCCCC2	2.9
S=c1[nH]nc(COc2ccccc2)n1/N=C/C(Cl)=C/c1ccccc1	4.3
O=C(CN(Cc1ccco1)C(=O)c1cccc(Cl)c1)Nc1c(Cl)cc(Cl)cc1Cl	0.0
O=C(CSc1nnc(-c2ccccc2F)n1CCc1ccccc1)Nc1ccc2[nH]c(=O)[nH]c2c1	1.3
NC(=O)c1ccc(Oc2ccc(Cl)c3ccccc23)c([N+](=O)[O-])c1	6.2
COC(=O)c1ccncc1C(=O)Nc1ccc(F)cc1	7.9
CC(/C=N/NC(=O)c1ccc(CN2c3cccc4cccc(c34)S2(=O)=O)cc1)c1ccccc1 (stereo not drawn)	-4.9
C(=C\c1ccco1)/C1=NN(c2ccccc2)C(c2ccco2)C1 (stereo not drawn)	-8.7
COc1ccc(/C(O)=C/Sc2nnc(Cc3ccccc3)o2)cc1	3.3
CCCSc1nnc(NC(=O)c2sc3nc(-c4cccs4)ccc3c2N)s1	-5.2
COc1ccc(N2C(=O)CC(N3CCN(C4CCc5ccccc5C4)CC3)C2=O)cc1 (stereo not drawn)	34.9
Cc1ccc(NC2=C(Cl)C(=O)N(C3CCCCC3)C2=O)cc1	-24.3
Cc1cc(C)c(N(C(=O)CN2C(=O)c3ccccc3S2(=O)=O)C(C(=O)NCC2CCCO2)c2ccc(F)cc2)c(C)c1 (stereo not drawn)	4.6
Cc1ccccc1-c1nsc(SCC(=O)Nc2ccc3c(c2)OCO3)n1	-5.6
CC(=O)NC(CCCN1C(=O)c2ccccc2C1=O)c1nnn(C)n1 (stereo not drawn)	-9.8
Cc1cccc2cc(CN(CCN(C)C)C(=S)NCc3ccco3)c(=O)[nH]c12	-1.0
CC(C)C(O)(C#CCN1CCCCC1)C(C)C	-1.5

Four compounds out of the list above, ordered by their value in ARNT-TACC3 inh, falling.
SMILES	ARNT-TACC3 inh
COCCNC(=S)N/N=C(\C)c1ccc2cc(OC)ccc2c1	16.1
O=C(Nc1ccon1)c1cc2c(s1)CCCCCC2	2.9
COc1ccc(-c2cn3cccnc3n2)cc1NC(=O)c1cccs1	-2.8
Cc1ccc(NC2=C(Cl)C(=O)N(C3CCCCC3)C2=O)cc1	-24.3

Next records follow.
SMILES	ARNT-TACC3 inh
Cc1nn(Cc2ccc(Cl)cc2)c(Cl)c1/C=N/NC(=O)CNc1ccccc1F	3.0
O=C1CCC/C(=N\NC(=O)c2ccc(NS(=O)(=O)c3ccc(Br)cc3)cc2)C1	-0.3
COc1cc(NC(=S)NCCCN2CCOCC2)cc(OC)c1	-1.9
COc1ccccc1NS(=O)(=O)c1cccc(NC(=O)NC2CCCCC2)c1	-5.0
Cc1nc(NC(=O)C(C)Oc2cccc(Cl)c2)sc1C(=O)N(C)C (stereo not drawn)	-4.3
Cc1c(NC(=O)/C(=C/c2cccs2)c2cccs2)c(=O)n(-c2ccccc2)n1C	-5.7
COCCn1c(=NC(=O)c2cc(-c3cccs3)nc3ccccc23)sc2cc(S(N)(=O)=O)ccc21	-2.1
COc1ccccc1NCC(=O)N/N=C/C=C/c1ccccc1	5.2
CCOc1cc(CO)ccc1OCC(=O)N1CCCCC1	-6.1
CNC(=O)c1csc(-c2ccncc2)n1	-2.5
Cc1ccc(O)c(C(=O)c2cnc3c(c2)c(C)nn3-c2ccccc2)c1	7.0
O=C(COc1cccc(Cl)c1Cl)Nc1ccc2c(c1)CCC2	-1.2
O=S1(=O)CCC(NS(=O)(=O)/C=C/c2ccccc2)C1 (stereo not drawn)	-18.7
CN(CC(=O)Nc1ccc(C#N)cc1)CC(=O)Nc1ccc(N2CCOCC2)cc1	-1.4
Cc1ccc(C(=O)Nc2cccc([N+](=O)[O-])c2)cc1S(=O)(=O)Nc1ccc(NC(=O)c2ccccc2)cc1	-1.9
O=C(CC(C(=O)O)c1ccccc1)Nc1cccc2ccccc12 (stereo not drawn)	-3.3
COC(=O)c1ccc(/C=C2\N=C(SC)SC2=O)cc1	-9.9
